# Screening results: PubChem, National Center for Advancing Translational Sciences (NCATS)
# HttQ103 aggreg = reduces HttQ103-GFP aggregates in PC12 cells. hit rate 1.1% among 220,000. PC12 HttQ103-GFP aggregates, Acumen cytometry, 40 h. Potency, µM (top dose mostly 46.1 µM), for the others: top-dose activity change, negative = inhibition, usual class: inhibitors; also: % is scaled to controls: 0 for no effect and ±100 for the full control effect; nearly all actives have a fitted effect of over 60% in size
#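 Read-out: GFP aggregate count by laser scanning cytometer (488 nm excitation, 500-530 nm emission, 1–25 µm objects >6 SD above background). Cells: PC12, inducible HTTex1-Q103-GFP, 100 nM tebufenozide; compounds titrated.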
# Tau FP inhib = inhibitors of human tau fibril formation. P10636. K18 P301L tau heparin fibrillization, Alexa594 FP, 6 h. Potency, µM (top dose mostly 57.7 µM), without a hit: at the top dose activity, negative = inhibition, hits mostly inhibitors. hit rate 0.39% among 280,000. AID 1468; also: % is scaled to controls: 0 for no effect and ±100 for the full control effect; nearly all actives have a fitted effect of over 55% in size
# Target sequence (P10636 561-689 P618L limits assumed): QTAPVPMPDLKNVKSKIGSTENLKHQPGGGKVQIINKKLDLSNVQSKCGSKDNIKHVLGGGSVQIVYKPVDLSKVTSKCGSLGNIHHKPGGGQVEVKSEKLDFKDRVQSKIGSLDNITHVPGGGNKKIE
#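 Steps: dispense K18 P301L tau (15 uM plus 0.24 uM Alexa 594 tracer, final) in pH 7 sodium acetate; add compound; add heparin (20 uM final); incubate 6 hr, 37 C; add ThT (30 uM final); after 1 hr ambient, read FP.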
# SMN2 splice enh = SMN2 splice variant enhancement; HEK293 SMN2-luciferase splicing reporter, luminescence, 30-36 h; Potency, µM (series often up to 46.1 µM), without a hit: at the top dose activity change, positive = activation, hits mostly activators; hit rate 2.8% among 210,000; AID 1458; also: % of control where 0% means no effect; nearly all actives have a fitted effect of over 55% in size
#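 HEK293 cells carry an SMN2 […]–luciferase reporter in which exon 7 inclusion puts luciferase in frame. Cells were plated 10-12 h before compound addition, then incubated 30-36 h at 37C. ONE-Glo luminescence was read; sodium butyrate at 4.5 mM final served as control.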
# JMJD2E inh = inhibitors of human JMJD2E histone demethylase; hit rate 1.6% among 230,000; JMJD2E catalytic domain, FDH-coupled NADH fluorescence (FDH is formaldehyde dehydrogenase); B2RXH2; Potency, µM (titrated, usually from 57.1 µM), inactives show top-dose activity change, negative = inhibition, actives largely listed as inhibitors; active = well fitted inhibition curve with a large enough effect, not every such curve was filed as active; inconclusive = small, poorly fitted or top-dose-only effect, or another doubt; inactive = no such curve, though single readings can be large or run the other way;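 also: 0% = wells with enzyme and -100% = buffer wells without enzyme; nearly all actives have a fitted effect of over 50% in size; many of its hits are not listed in these tables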
# Target sequence (B2RXH2 1-337 limits assumed): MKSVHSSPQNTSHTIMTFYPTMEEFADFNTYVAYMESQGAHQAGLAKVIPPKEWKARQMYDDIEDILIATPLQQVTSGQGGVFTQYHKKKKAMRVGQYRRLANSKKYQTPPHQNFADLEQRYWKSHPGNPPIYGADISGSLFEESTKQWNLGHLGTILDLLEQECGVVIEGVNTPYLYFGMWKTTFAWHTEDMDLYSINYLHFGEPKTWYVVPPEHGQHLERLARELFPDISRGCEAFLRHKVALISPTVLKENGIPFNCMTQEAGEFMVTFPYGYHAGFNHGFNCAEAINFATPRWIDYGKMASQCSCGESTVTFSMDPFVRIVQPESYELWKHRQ
# Tau fibril ThT = inhibitors of human tau fibril formation, thioflavin T binding | P10636 | recombinant tau K18 P301L, heparin-induced fibrillization, ThT fluorescence | Potency, µM (doses to about 57.4 µM), without a hit: at the top dose activity, negative = inhibition, most hits filed as inhibitors | hit rate 2.1% among 270,000 | AID 1460; also: % is scaled to controls: 0 for no effect and ±100 for the full control effect; nearly all actives have a fitted effect of over 55% in size
#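 Heparin-induced fibrillization of the P301L-mutant K18 repeat-domain fragment of human tau was followed by ThT binding in quantitative high-throughput format.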
# ALDH1A1 inh = blocks purified human ALDH1A1 activity; AID 1030; hit rate 7.3% among 220,000; Purified ALDH1A1, NADH fluorescence, propionaldehyde substrate; Potency, µM (titrated, usually from 75.3 µM), without a hit: at the highest dose activity, negative = inhibition, most hits filed as inhibitors; P00352; active = well fitted inhibition curve with a large enough effect, not every such curve was filed as active; inconclusive = small, poorly fitted or top-dose-only effect, or another doubt; inactive = no such curve, though single readings can be large or run the other way;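 also: plate controls were no enzyme wells and a reference inhibitor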
# Target sequence (P00352 whole entry, looked up): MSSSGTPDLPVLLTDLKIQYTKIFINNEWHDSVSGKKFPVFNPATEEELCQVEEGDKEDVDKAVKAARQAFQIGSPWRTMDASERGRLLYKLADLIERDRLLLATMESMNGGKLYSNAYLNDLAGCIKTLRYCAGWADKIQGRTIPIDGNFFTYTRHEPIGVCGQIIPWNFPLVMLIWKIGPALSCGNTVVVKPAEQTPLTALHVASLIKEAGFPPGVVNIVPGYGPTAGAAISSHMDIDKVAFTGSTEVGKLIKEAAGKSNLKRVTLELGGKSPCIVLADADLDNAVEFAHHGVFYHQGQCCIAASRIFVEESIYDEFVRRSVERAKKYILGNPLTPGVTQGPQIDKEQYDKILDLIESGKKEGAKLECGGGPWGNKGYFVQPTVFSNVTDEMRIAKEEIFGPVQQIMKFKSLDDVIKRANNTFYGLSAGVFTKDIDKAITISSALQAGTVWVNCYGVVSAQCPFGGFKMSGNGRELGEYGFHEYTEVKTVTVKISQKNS
# Tau fluor counter = counter-screen for tau fibril formation inhibitors; Potency, µM (top dose mostly 57.7 µM), for inactives: at the top dose activity change, negative = decrease; hit rate 0.93% among 280,000; tau K18 P301L Alexa594 fluorescence, heparin fibrillization; AID 1463; also: % is scaled to controls: 0 for no effect and ±100 for the full control effect; nearly all actives have a fitted effect of over 55% in size
#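 Human tau K18 P301L (15 uM unlabeled, 0.24 uM Alexa 594-labeled) in 100 mM sodium acetate pH 7 with 20 uM heparin, 6 hr at 37 C. ThT 30 uM added, 1 hr ambient; Alexa 594 FP and total fluorescence read at 555/632 nm.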
# HTT ATP protect = protects HTT-Q103 PC12 cells, measured by ATP. PC12 HTT-Q103 induced, cytoprotection, ATP luminescence, 40 h. hit rate 0.14% among 230,000. Potency, µM (doses to about 56.4 µM), for the others: cytoprotection (ATP increase), hits mostly activators;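 also: % of control where 0% means no effect; nearly all actives have a fitted effect of over 45% in size; toxic huntingtin expression switched on by the ecdysone agonist tebufenozide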
#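 Compounds added alongside 100 nM tebufenozide, which induces toxic Q103 huntingtin exon 1-GFP in stable PC12 cells; surviving cells quantified by luminescent ATP measurement. Medium: phenol red-free DMEM, 5% equine and 5% calf serum.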
# * hit, by the source's call; ? = inconclusive; / = no result given; [ ] = dose if it differs, or a comment. Unless noted, calls follow the shape of the dose curve; as a rule, active = well fitted curve in the direction sought with a large enough effect; inconclusive = small, poorly fitted or top-dose-only effect, or another doubt; inactive = no such curve, though single readings can be large; an effect the other way counts as inactive or inconclusive. Potency is read from the fitted curve at half-maximal effect. Some of the compounds tested. The share of hits here may be higher or lower than overall.
molecule,HttQ103 aggreg,Tau FP inhib,SMN2 splice enh,JMJD2E inh,Tau fibril ThT,ALDH1A1 inh,Tau fluor counter,HTT ATP protect
COc1cc2[nH]c(=O)n3nc(-c4ccccc4)nc3c2cc1OC,-3.4%,-13.1%,-0.8%,?,-15.6%,?,-13.8%,-5.4%[10 µM]
COc1ccc2occ(CC(=O)Nc3ccc(S(=O)(=O)Nc4nccc(C)n4)cc3)c2c1,/,-0.6%,4.4%,/,1.0%,/,-9.5%,/
Cc1cccc(NC(=S)NCc2cccs2)c1C,-4.0%,-2.1%,5.9%,4.2%,-6.1%,?,-4.1%,?
O=C1CC(NCc2ccncc2)C(=O)N1c1ccc(Cl)cc1 (stereo not given),-4.1%,-8.4%,5.0%,-13.4%,?,?,-11.0%,-10.3%
CSc1ccccc1C(=O)NCCCOC(C)C,2.9%,-9.1%,-16.1%,4.2%,-10.7%,4.4%,-12.8%,-6.4%
CCn1c(SCC(=O)Nc2cc(C)c(Cl)cc2OC)nnc1-c1ccco1,-11.4%,6.0%,?,-4.0%,?,-2.9%,-3.5%,-8.8%
O=C(NC1CCCCCC1)C1c2ccccc2C(=O)N1C1CC1 (stereo not given),-2.4%,-5.7%,/,1.2%,-3.5%,6.0%,-7.5%,4.4%
Cc1cc(C)n(C(=O)Cn2nc(C(F)F)cc2C)n1,-8.2%,2.9%,20.5%,4.6%,-1.8%,4.4%,3.5%,-1.7%[10 µM]
COCCCn1c(SCC(=O)Nc2ccc3c(c2)OCCO3)nnc1-c1ccoc1C,-2.0%,-1.7%,-14.8%,?,-8.8%,?,-2.0%,16.2%[10 µM]
OC1CCCN(C(=S)NCc2ccccc2)C1 (stereo not given),17.3%,-1.1%,4.8%,7.8%,0.5%,16.4%,0.9%,-19.7%
COCCCNc1nc2nonc2nc1N1CCN(C2CCCC2)CC1,0.9%[9.22 µM],2.7%,/,9.1%,6.2%,-10.9%,1.6%,-0.8%[10 µM]
CCCCOC(=O)C1CCC[C@@H](C)N1 (stereo not given in full),-1.3%,-8.0%,1.4%,-6.5%,-3.4%,14.3%,-2.9%,18.7%
COc1cccc(-n2c(=O)c3c(C)c(C)sc3n(Cc3ccccc3C#N)c2=O)c1,/,0.8%,4.1%,/,-0.1%,/,-4.2%,/
CC(C)OC(=O)c1c(NC(=O)c2cnn3c2NC(c2ccccc2)CC3C(F)F)sc2c1CCCC2 (stereo not given),16.8%,2.9%,-9.4%,?,-10.5%,-10.7%,-9.8%,16.9%[10 µM]
c1csc(-c2ncc3ccccn23)c1,-2.0%,7.4%,23.1%,?,-16.4%,?,-7.3%,-18.2%[0.074 µM]
CCCNC(=O)CN(c1cccc(F)c1)S(C)(=O)=O,-6.2%,4.9%,-7.5%,3.2%,7.6%,4.2%,7.8%,/
Cc1c(C(=O)NC2CC2)oc2ccc(S(=O)(=O)N3CCCCCC3)cc12,-31.9%,0.5%,-27.9%,-1.4%,-1.5%,4.5%,-0.3%,3.4%
COCc1ccccc1Cn1cnc2c1c(=O)n(C)c(=O)n2C,-17.3%,-0.2%,-33.9%[inhibitor],-0.9%,3.6%,-4.0%,5.7%,-16.8%[0.074 µM]
CCCNc1nc(C)cc(-c2cc(-c3ccccc3)on2)n1,-1.2%[9.22 µM],-4.1%,/,?,0.9%,/,-12.0%,-1.2%[10 µM]
CCSc1nnc(C)n1-c1ccc(C(=O)O)cc1,-5.9%,5.9%,15.8%,0.3%,-5.4%,?,2.5%,-6.7%
O=C(O)c1cccc(-n2cnnn2)c1,-12.4%,-1.7%,7.2%,7.0%,-7.2%,7.8%,-0.1%,2.4%
O=C1C(Cl)=C(N2CCN(c3ccccc3[N+](=O)[O-])CC2)C(=O)c2ccccc21,?,10µM*,-73.4%[inhibitor],-24.3%,3.55µM*,7.08µM*,8.91µM*[quencher],-10.8%[10 µM]
COc1ccc(-c2csc(NC(=O)COC(=O)C3=COCCO3)n2)cc1,10.3%,-0.8%,14.1µM*,-2.1%,-4.2%,2.3%,-1.6%,35.3%
O=C(COc1ccc(Cl)cc1)N1CCN(c2ccc([N+](=O)[O-])c(N3CCOCC3)c2)CC1,-2.5%,2.7%,-46.2%[inhibitor],-5.2%,?,?,-13.5%,-6.7%[10 µM]
Cc1nc(NC(=O)c2csc3ccccc23)sc1C,?,?,7.94µM*,-5.3%,?,-11.9%,?,-30.9%

# Entries of single compounds, quoted from the list. Order of screens: HttQ103 aggreg	Tau FP inhib	SMN2 splice enh	JMJD2E inh	Tau fibril ThT	ALDH1A1 inh	Tau fluor counter	HTT ATP protect
# Cc1nc(NC(=O)c2csc3ccccc23)sc1C is entered as ?	?	7.94µM*	-5.3%	?	-11.9%	?	-30.9%
# O=C1CC(NCc2ccncc2)C(=O)N1c1ccc(Cl)cc1 (stereo not given) is entered as -4.1%	-8.4%	5.0%	-13.4%	?	?	-11.0%	-10.3%

# Next section
molecule,HttQ103 aggreg,Tau FP inhib,SMN2 splice enh,JMJD2E inh,Tau fibril ThT,ALDH1A1 inh,Tau fluor counter,HTT ATP protect
COC(=O)c1c(NC(=O)C2COc3ccccc3O2)sc2c1CCN(Cc1ccccc1)C2 (stereo not given),-7.7%,-8.4%,-48.1%[inhibitor],?,-11.1%,?,-9.1%,-4.5%[10 µM]
O=C(NCCCn1ccnc1)c1cc(-c2ccncc2)nc2ccccc12,-3.7%,-0.1%,-1.5%,?,-6.6%,-15.8%,-9.5%,-40.0%[inhibitor]
Cc1cccc(OP(=O)(Nc2c(C)n(C)n(-c3ccccc3)c2=O)Oc2cccc(C)c2)c1,-5.5%,-1.2%,8.4%,-1.4%,-6.7%,?,5.3%,0.9%[10 µM]
O=C(NCCOc1nc(N2CCOCC2)nc(N2CCOCC2)n1)Nc1ccccc1,3.3%,-0.6%,-2.9%,5.1%,-8.3%,4.2%,-5.3%,-25.8%
COc1ccccc1N(C(=O)c1ccncc1)c1nc(-c2ccc([N+](=O)[O-])cc2)cs1,-6.9%,1.1%,-55.3%[inhibitor],3.6%,?,11.2µM*,?,1.7%[10 µM]
S=C(NCCCN1CCOCC1)Nc1ccc(-c2nc3ccccc3[nH]2)cc1,-23.0%,1.4%,-14.4%,?,1.1%,?,-17.1%,-43.4%[inhibitor]
CC1(C)CC2CC(C)(CN2C(=S)Nc2ccccc2F)C1 (stereo not given),-4.7%,-4.5%,16.4%,6.6%,3.0%,?,0.5%,-8.5%
O=C(CSc1nnc(-c2cccnc2)o1)OC1CCCCC1,2.6%,10.2%,-11.7%,0.1%,-4.3%,10µM*,3.1%,-11.0%[10 µM]
COc1ccc(S(=O)(=O)Oc2ccc3c(c2)O/C(=C\c2cccnc2)C3=O)cc1,?,1.5%,-46.0%[inhibitor],-1.1%,?,7.94µM*,?,8.3%[10 µM]
COCCn1c(SCc2ccc(C(=O)OC)o2)nnc1-c1c[nH]c2ccccc12,-8.8%,-1.9%,5.8%,-0.9%,-9.3%,5.6%,-11.0%,-17.3%
CN(C)CCNC(=S)Nc1ccc(F)c(F)c1F,-0.5%,-0.3%,-2.2%,-0.8%,-2.2%,-0.7%,0.9%,-30.7%
Cc1ccc(Oc2cc(N3CCOCC3)nc(-c3ccccc3)n2)cc1,5.3%,-14.8%,-5.5%,5.4%,-5.6%,?,-15.0%,-9.3%
Cc1cc2ccccn2c1C(=O)c1nc(NCc2ccccc2)ncc1Cl,-21.5%,-3.4%,-22.7%,-12.2%,-14.9%,3.2%,-26.2%,-23.0%
c1ccc(-c2cc(N3CCCCC3)c3ccccc3n2)cc1,-14.6%,6.3%,-18.8%,?,-8.7%,-14.9%,-3.8%,-41.1%[inhibitor]
CCC(CC)C1C(C#N)=C(N)Oc2cc(C)oc(=O)c21 (stereo not given),-1.8%,-2.3%,15.4%,0.3%,-9.4%,-8.7%,-7.2%,-5.7%
Cc1sc2ncn(CC(=O)N3CCN(c4ccccc4F)CC3)c(=O)c2c1S(=O)(=O)N1CCN(c2ncccn2)CC1,/,2.8%,9.3%,/,4.6%,/,-23.1%,/
CCn1cc(C(=O)N2CCN(c3cc(C)ccc3C)CC2)c(=O)c2cc(S(=O)(=O)N3CCOCC3)ccc21,/,-6.4%,-2.7%,/,0.7%,/,-0.2%,/
CC(C)OCCCN(Cc1ccco1)C(=O)c1cc2c(s1)-c1ccccc1OC2,/,0.9%,-32.1%[inhibitor],/,-24.7%,/,-8.8%,/
CCC1CCCCN1Cc1nc2c(c(=O)n(C)c(=O)n2C)n1Cc1ccccc1 (stereo not given),-6.9%,5.0%,11.7%,0.6%,-1.1%,-2.4%,3.4%,18.4%[10 µM]
Cc1ccc(NC(=O)/C(C#N)=C/c2ccc(Sc3nc(C)cc(C)n3)o2)cc1,7.7%,3.4%,2.2%,-5.3%,-16.7%,1.4%,-6.3%,-12.1%
O=C(c1ccccc1)c1cccc(NC(=O)c2ccc(Br)o2)c1,-14.1%,?,4.4%,-4.9%,-14.0%,?,?,-14.6%
COc1cc(/C=C/C(=O)OCC(=O)Nc2ccc([N+](=O)[O-])cc2)ccc1O,-3.1%[9.22 µM],-0.3%,/,-11.0%,?,/,?,3.8%[10 µM]
CN(CCNC(=O)CCCOc1cc(=O)n(C)c2ccccc12)Cc1ccccc1,24.8%,-0.3%,-11.9%,0.5%,0.4%,8.5%,-7.4%,-11.0%
O=C(COC(=O)CCCc1nc2ccccc2s1)NC(=O)NCc1ccco1,6.3%,7.9%,-0.1%,-26.4%,-8.8%,?,-6.9%,-21.1%[10 µM]
Cc1cccc(N2CC(=O)N(c3cccc(C)c3)CC2=O)c1,-14.5%,-2.2%,-5.5%,0.6%,1.7%,1.0%,1.2%,-2.2%
O=C(COC(=O)Cc1ccccc1F)Nc1cc(S(=O)(=O)N2CCOCC2)ccc1N1CCCC1,2.9%,7.6%,8.7%,-2.1%,-6.1%,0.6%,-6.3%,-13.6%[1.9 µM]
CCOc1cc(-c2nc(-c3ccc(OC)cc3)no2)cc(OCC)c1OCC,-26.2%,-1.2%,-5.8%,-2.6%,-11.5%,11.8%,-10.3%,-4.3%[10 µM]
